PfHsp40 yeast = rescue of PfHsp40-mediated yeast toxicity; S. cerevisiae expressing PfHsp40, growth rescue, ATP luminescence; growth rescue, % at 12.5 µM; hit rate 0.68% among 340,000; AID 504582; in the data active = growth rescue above about 28%, passing the limit was not always enough;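 also: yeast W303a lacking pdr1 and pdr3 grown in galactose medium; growth measured after three days at 30 °C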
Vc quorum ag = quorum light induction in luxS cqsA deficient V. cholerae | V. cholerae BH1578 lux reporter, luminescence, 6 h | activation, % at 18.7 µM | hit rate 0.16% among 350,000 | AID 588436; in the data active = activation mostly above about 9.7%, no sharp cut-off; also: not every result past the cut was called active; inactives centre near 0; reference of the scale not given here
FBA Mtb inh = Mtb fructose-bisphosphate aldolase inhibition | AID 588726 | purified M. tuberculosis FBA, fluorescence read-out | P9WQA3 | inhibition, % at 1 µM | hit rate 2.3% among 360,000; in the data active = inhibition above about 27%;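 also: 0% = vehicle and 100% = reference inhibitor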
Target sequence (P9WQA3 whole entry, looked up): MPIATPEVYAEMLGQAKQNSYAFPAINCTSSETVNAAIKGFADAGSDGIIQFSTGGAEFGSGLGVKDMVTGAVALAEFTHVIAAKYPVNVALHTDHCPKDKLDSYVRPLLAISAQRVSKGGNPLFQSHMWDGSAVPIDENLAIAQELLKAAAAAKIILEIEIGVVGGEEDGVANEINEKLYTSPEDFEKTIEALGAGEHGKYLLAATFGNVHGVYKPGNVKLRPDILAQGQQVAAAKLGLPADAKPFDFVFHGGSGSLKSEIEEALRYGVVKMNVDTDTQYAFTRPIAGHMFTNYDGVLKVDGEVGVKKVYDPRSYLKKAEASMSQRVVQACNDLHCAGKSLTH
FadD28 binding = inhibitors of Mycobacterium tuberculosis FadD28 bisubstrate binding. hit rate 0.22% among 360,000. AID 588549. FadD28 bisubstrate probe binding, fluorescence polarization. inhibition, % at 12.5 µM; in the data active = inhibition above about 8.5%, passing the limit was not always enough
Y pestis TopoI = blocks Yersinia pestis topoisomerase I activity; Y. pestis Topo-I cleavage product accumulation, plate reader; activity, % at 10 µM; hit rate 0.064% among 360,000; AID 504884; in the data active = activity above about 50%, passing the limit was not always enough; also: inactives centre near 2
UGM FP inh = inhibitors of M. tuberculosis UDP-galactopyranose mutase; P9WIQ1; purified UGM, fluorescence polarization probe displacement; inhibition, % at 10 µM; hit rate 0.06% among 320,000; AID 504406; in the data active = inhibition above about 10%, passing the limit was not always enough
Target sequence (P9WIQ1 whole entry, looked up): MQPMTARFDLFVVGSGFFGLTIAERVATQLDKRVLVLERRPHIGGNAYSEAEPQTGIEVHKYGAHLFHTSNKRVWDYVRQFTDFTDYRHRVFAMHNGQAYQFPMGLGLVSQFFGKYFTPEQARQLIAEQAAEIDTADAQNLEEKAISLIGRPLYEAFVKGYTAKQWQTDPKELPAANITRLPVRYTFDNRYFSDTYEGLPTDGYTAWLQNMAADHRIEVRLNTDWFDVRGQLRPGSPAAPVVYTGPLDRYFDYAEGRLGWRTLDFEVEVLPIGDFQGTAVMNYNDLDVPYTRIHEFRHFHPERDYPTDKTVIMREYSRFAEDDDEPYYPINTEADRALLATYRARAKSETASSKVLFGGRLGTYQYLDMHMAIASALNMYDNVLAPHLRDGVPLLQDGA
GDH-TPI inh = inhibits GDH-TPI coupling enzymes, artifact for Mtb FBA screen; inhibition, % at 4.8 µM; GDH-TPI coupled enzyme counterscreen, NADH absorbance; hit rate 1.2% among 360,000; AID 588335; in the data active = inhibition above about 30%;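 also: 0% = DMSO wells and 100% = wells lacking the enzyme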
BioA inh = inhibitors of Mycobacterium tuberculosis BioA enzyme; AID 602481; purified M. tuberculosis BioA enzyme, plate reader; inhibition, % at 9.99 µM; hit rate 0.096% among 360,000; in the data active = inhibition above about 40%
TcdB GH inh = blocks C. difficile toxin B glycohydrolase activity | inhibition, % at 9.99 µM | AID 652162 | P18177 | hit rate 0.24% among 350,000 | TcdB glycohydrolase enzymatic assay, plate reader; in the data active = inhibition above about 10%
Starred values were filed as active, the others as inactive; i = inactive; / = no result given; & = joins results of further samples.

SMILES	PfHsp40 yeast	Vc quorum ag	FBA Mtb inh	FadD28 binding	Y pestis TopoI	UGM FP inh	GDH-TPI inh	BioA inh	TcdB GH inh
O=c1c(Cl)c(Cl)cnn1Cc1nnc(-c2ccc(Cl)cc2)o1	236*	-0.3	3	-3.4	8	/	1	/	0.2
Cc1ccc(SCCNC(=O)c2ccc([N+](=O)[O-])c(C)c2)cc1	5.5	i	3	-4.5	11	0.7	-8	1.3	0.4
O=C(CN1C2=NCCCN2c2ccccc21)c1ccc(Cl)cc1Cl	-0.7	0.9	4	-1.3	13	1.6	-4	/	/
O=C(NC1CCCCC1)C(c1ccccn1)N(C(=O)c1csnn1)c1ccccc1 (configuration not stated)	-0.7	-7.8	-6	-2.8	6	-0.3	3	-0.2	0.7
O=[N+]([O-])c1ccc(CSc2ccccn2)cc1	-0.2	i	-6	-3.7	1	0.9	-11	4.6	0.2
Cc1ccc(S(=O)(=O)Nc2ccc3c(c2)C(=O)N([C@@H](C)CO)C[C@@H](C)[C@@H](CN(C)C(=O)NC2CCCCC2)OCCCC[C@H](C)O3)cc1	/	/	1	-1.6	/	/	/	-3.8&-3.1	-0.6&0.5
CCC(C)C(=O)Nc1cc(Cl)ccc1C(=O)O (configuration not stated)	-0.6	i	6	-8.0	3	2.1	-2	/	4.7
Cc1ccccc1CS(=O)(=O)CCC(=O)NCCCN1CCOCC1	-0.7	-0.6	-1	-3.5	-1	-0.7	-4	/	/
CC1CCCC(C)N1C(=O)CSc1nc2ncnc(N)c2[nH]1 (configuration not stated)	0.0	-11	-3	-3.1	4	-0.4	-4	-0.2	/
O=C(NC(Cc1ccccc1)C(=O)O)C1CCN(S(=O)(=O)c2ccccc2C(F)(F)F)CC1 (configuration not stated)	1.1	-0.6	2	11*	-2	0.0	-3	5.7	-0.3
CC(=O)Nc1ccc(-n2c(C)ccc2C)cc1	-0.6	1.8	5	2.0	1	2.9	2	/	1.3
O=c1c2cc(NC(=S)N3CCCCC3)ccc2nc2n1CCCCC2	1.2	1.1	10	2.0	2	5.9	-6	-0.6	0.8
COc1ccccc1Nc1nc(NCCCN(C)C)nc(N)c1[N+](=O)[O-]	0.1	i	0	-2.7	-18	-5.4	38*	-0.3	0.9
CCn1ccnc1CN1CCCC(C(=O)c2ccc(SC)cc2)C1 (configuration not stated)	-1.5	-0.2	1	-1.9	15	0.1	9	/	0.4
COc1cc2c(cc1NC(=O)C(F)(F)F)-c1ccc(NC(=O)C(F)(F)F)cc1C2	1.1	1.2	0	-1.5	6	/	0	/	-0.3
CCCc1nnc(NC(=O)CCC(=O)NC2CCCc3ccccc32)s1 (configuration not stated)	-0.3	0.2	3	0.4	0	-2.0	4	/	0.3
COc1ccc(Cc2nnc(NC(=O)Nc3cccc(OC)c3)s2)cc1	-2.1	8.3	2	-1.6	11	2.3	13	-0.2	1.1
O=C(O)c1oc2ccccc2c1-n1cccc1	-0.7	i	2	-1.5	6	1.3	9	-2.5	/
COCCCNC(=O)C[C@H]1C[C@H](C(=O)N2CCOCC2)[C@@]2(C)c3[nH]c4ccc(Cl)cc4c3CCN2C1=O	-0.5	-2.0	-2	0.2	2	/	-2	-1.0	0.7
Cc1ccc(S(=O)(=O)Nc2ccc3c(c2)C(=O)N([C@H](C)CO)C[C@@H](C)[C@@H](CN(C)C(=O)Nc2cccc4ccccc24)O3)cc1	0.3	i	15	0.3	21	-1.4	7	-1.9	-0.1
O=S(=O)(c1ccc(F)c(F)c1)N1CCCCCCC1	/	-0.2	1	-1.0	1	/	-1	0.5	0.8
CC(C)(C)OC(=O)N1CCN(C(=O)c2[nH]cnc2C(=O)NCc2ccccc2)CC1	0.8	-0.8	1	0.6	12	0.6	10	0.0	0.9
COc1ccc(S(=O)(=O)N2CCN(c3ncccn3)CC2)cc1[N+](=O)[O-]	-0.7	-0.4	-1	-0.7	-2	-0.9	7	-1.4	1.7
COC(=O)C1C(=O)N2CCCSC2=C(C#N)C1c1cccs1 (configuration not stated)	-0.5	-0.2	3	-1.6	2	0.0	21	-0.6	/
COc1ccccc1CNC(=O)c1ccc(-c2ccccc2C(F)(F)F)o1	9.6	-1.2	2	-4.1	36	3.7	1	13	0.2

Single records, from the list above.
Listed for CC(C)(C)OC(=O)N1CCN(C(=O)c2[nH]cnc2C(=O)NCc2ccccc2)CC1 → PfHsp40 yeast = 0.8; Vc quorum ag = -0.8; FBA Mtb inh = 1; FadD28 binding = 0.6; Y pestis TopoI = 12; UGM FP inh = 0.6; GDH-TPI inh = 10; BioA inh = 0.0; TcdB GH inh = 0.9
Listed for O=C(NC(Cc1ccccc1)C(=O)O)C1CCN(S(=O)(=O)c2ccccc2C(F)(F)F)CC1 (configuration not stated) → PfHsp40 yeast = 1.1; Vc quorum ag = -0.6; FBA Mtb inh = 2; FadD28 binding = 11*; Y pestis TopoI = -2; UGM FP inh = 0.0; GDH-TPI inh = -3; BioA inh = 5.7; TcdB GH inh = -0.3

The listing picks up with the 3 entries that preceded the break.
SMILES	PfHsp40 yeast	Vc quorum ag	FBA Mtb inh	FadD28 binding	Y pestis TopoI	UGM FP inh	GDH-TPI inh	BioA inh	TcdB GH inh
COc1ccc(S(=O)(=O)N2CCN(c3ncccn3)CC2)cc1[N+](=O)[O-]	-0.7	-0.4	-1	-0.7	-2	-0.9	7	-1.4	1.7
COC(=O)C1C(=O)N2CCCSC2=C(C#N)C1c1cccs1 (configuration not stated)	-0.5	-0.2	3	-1.6	2	0.0	21	-0.6	/
COc1ccccc1CNC(=O)c1ccc(-c2ccccc2C(F)(F)F)o1	9.6	-1.2	2	-4.1	36	3.7	1	13	0.2
CN1CCC(OC2c3ccccc3CCc3ccccc32)CC1	/	-1.4	-2	-2.0	-3	/	6	-4.4	-0.1
CNC(=O)CSc1nnc(-c2cc(C)cc(C)c2)o1	-0.5	-1.7	3	-1.6	-1	-1.3	10	/	1.7
O=C1N(c2cccc3ccccc23)C(c2ccccc2)N2CCCN12 (configuration not stated)	0.3	i	1	-1.0	2	2.3	-2	-2.5	/
CC(/C=C/c1ccc2c(c1)OCO2)=N\NC(=O)C(O)c1ccccc1 (configuration not stated)	4.0	-0.7	-1	-0.9	0	-2.0	28	-1.7	-0.3
N#Cc1ccc(N2CCN(C(=O)c3cccc(F)c3)CC2)c(F)c1	-0.7	-1.3	3	-0.4	1	2.0	-6	4.8	4.5
COc1cc(/C=C\C(=O)OCn2nnc3ccccc3c2=O)cc(OC)c1OC	-0.7	-0.6	5	-0.7	-7	-0.4	3	0.0	1.3
O=C1c2cccc(Cl)c2C(=O)c2c1cccc2N1CCCC1	381*	i	-4	0.2	4	-2.6	5	-1.3	/
CCCCNC(=O)C1(C)CCC(=O)N1C1CCN(Cc2ccccc2)CC1 (configuration not stated)	/	/	1	-1.5	/	/	/	-2.0	-0.6
CCO/N=C(/C)c1c(O)c(C)c(-c2ccccc2)n(-c2ccccc2)c1=O	-1.1	-2.8	4	-1.5	11	6.5	10	-0.6	/
Cc1ccc(NC(=O)CSc2nc3ccccc3c(=O)n2CCCC(=O)NCCCN2CCOCC2)cc1	-1.5	-3.0	3	-1.0	22	-0.5	10	0.7	1.1
CCN(CC)S(=O)(=O)c1ccc(C2CNC(=O)C2)cc1 (configuration not stated)	1.0	-0.4	0	-2.8	3	-0.2	0	-0.7	0.4
Cc1c(C(=O)OCC(=O)NCCN2C(=O)CSC2=O)oc2c1ccc1ccccc12	0.5	-0.2	63*	-1.3	0	1.3	12	3.6	2.3
COC(=O)c1ccc(-c2sc3nc(N4CCOCC4)c4c(c3c2N)CC(C)(C)OC4)o1	-0.7	i	3	-0.6	5	1.3	11	-3.3	/
CC(=O)N/C(=C/c1ccccc1)C(=O)N1CCCCC1	-0.2	-0.3	0	-1.0	-5	1.6	7	0.6	/
CCOC(=O)CSc1nnc(-c2ccoc2C)n1-c1ccc(C)cc1	0.5	i	-3	-4.5	8	2.5	0	8.5	/
CCCCN(C(=O)C1CC(=O)N(c2ccc3c(c2)OCCO3)C1)c1c(N)n(CCC)c(=O)[nH]c1=O (configuration not stated)	15	-2.1	2	-1.2	-4	-0.2	3	-0.9	0.1
O=C1C(Cl)=C(NCCc2ccccc2)C(=O)c2ccccc21	3.7	i	-7	-2.8	10	/	6	1.3	0.7
O=C(O)C[C@H]1c2cc(F)ccc2S(=O)(=O)N1Cc1ccccc1	-2.2	-0.9	3	1.8	6	-1.7	3	-4.7	0.8
COc1ccc(C(C(=O)NC2CCCCC2)N(Cc2cccs2)C(=O)Cc2c[nH]c3ccccc23)cc1 (configuration not stated)	0.6	-0.3	1	-0.9	1	1.2	2	-0.4	/
Cc1onc(-c2ccccc2)c1C(=O)Nc1ccccc1NC(=O)c1c(-c2ccccc2)noc1C	-0.9	-0.8	1	-2.7	18	5.5	-8	0.0	1.3
CN(C(=O)CSc1nnc(-c2ccc3c(c2)OCO3)o1)C1CCS(=O)(=O)C1 (configuration not stated)	-0.8	-0.5	4	-0.1	8	-1.3	-1	-0.9	-0.4
COc1cc(C2c3c(-c4cc(C)cc(C)c4O)n[nH]c3C(=O)N2CCCO)cc(OC)c1OC (configuration not stated)	0.5	-0.3	4	-3.4	-5	1.4	2	-0.7	/
O=C(CCCc1ccccc1)NCc1ccc(Cl)cc1	-0.3	-2.3	0	-0.4	11	-0.6	-1	0.2	1.2
CC(C)CCNC(=O)CCCCn1c(=O)[nH]c2ccsc2c1=O	-0.7	i	7	-0.7	-5	-1.5	14	/	3.1
COc1ccc(CC(=O)N2CCc3ccccc3C2)cc1	-1.7	i	1	-1.6	4	-0.7	4	1.1	-1.8
Next section
SMILES	PfHsp40 yeast	Vc quorum ag	FBA Mtb inh	FadD28 binding	Y pestis TopoI	UGM FP inh	GDH-TPI inh	BioA inh	TcdB GH inh
C=CCNc1nc(C)c(C(C)=O)cc1C#N	-1.7	-3.1	-2	-2.1	1	2.6	5	-0.2	/
Cc1ccccc1Cn1c(=O)n(CC2CCC(C(=O)NCCc3ccccc3)CC2)c(=O)c2ccccc21 (configuration not stated)	-1.0	i	0	-0.6	4	-0.7	7	-1.9	2.0
COc1ccc(C(CCNCc2ccc(N(C)C)cc2)C(C)C)cc1 (configuration not stated)	1.1	-1.3	6	-1.2	10	-2.9	4	/	-1.6
CC12COC3(C(=O)Nc4ccc(F)cc4)CC1CCC32C (configuration not stated)	0.2	4.3	-1	-2.1	-1	1.6	0	-1.1	/
COc1ccc2c(Cl)c(C(=O)OCC(=O)c3ccc4c(c3)NC(=O)CO4)sc2c1Cl	-1.1	-0.5	3	-2.3	0	/	2	/	0.4
CCOC(=O)c1c(C)[nH]c(C(=O)OC)c1CCC(=O)OC	-0.3	i	20	-0.9	-8	-4.6	4	-0.1	/
CCN=C1SC(CC(=O)NC(C)C)C(=O)N1CC (configuration not stated)	-2.6	i	4	2.5	4	0.4	-5	0.8	/
CC1C(=O)N(Cc2cn(Cc3ccco3)nn2)CCS(=O)(=O)N1Cc1ccc(-c2ccc(F)cc2Cl)cc1 (configuration not stated)	/	/	1	-4.6	/	/	/	-1.5	-0.4
Cc1ccc(S(=O)(=O)NCc2c(-c3ccccc3)noc2C)cc1	0.1	1.5	4	-4.0	10	3.6	12	/	1.5
O=C(NCc1ccc2c(c1)OCO2)c1ccc(CSCc2ccc(Cl)cc2)o1	0.3	-0.3	2	-2.3	20	-0.4	5	/	/
Cc1cc(OCCNCCO)cc(C)c1Cl	-0.5	5.0	2	-4.1	-3	0.9	10	-1.8	/
O=C(CN1C(=O)C2C3C=CC(C3)C2C1=O)Nc1ccc2nccnc2c1 (configuration not stated)	-1.9	-0.3	27*	-3.1	10	0.7	11	0.0	0.6
COc1ccc(S(=O)(=O)Nc2cc(C(=O)NCCCOC(C)C)ccc2N2CCOCC2)cc1	0.2	-0.1	0	-0.5	21	1.5	1	/	-0.7
COc1ccc(C(=O)N2CCN(c3ccc([N+](=O)[O-])c(NCCc4ccc(OC)c(OC)c4)c3)CC2)cc1	0.3	-0.5	-2	1.0	37	0.6	13	0.0	/
Cc1cc(Cl)ccc1OCC(=O)N(Cc1cccs1)C1CCS(=O)(=O)C1 (configuration not stated)	-0.4	-0.5	0	-2.4	32	1.9	11	1.4	-1.6
Cc1cc(C)nc(SCC(=O)N/N=C/c2cc(C)n(-c3ccccc3C)c2C)n1	-0.5	-1.0	5	-1.6	0	-0.7	15	3.3	/

Screens (PubChem)
